GFP derepression – epigenetic GFP locus derepression in mouse cells; mouse C127i GFP locus derepression, cytometry, 30 h; Potency, µM (top dose mostly 46.1 µM), without a hit: top-dose GFP derepression (activation); 0.09% of 68,000 active; AID 597; note: % of control where 0% means no effect
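Read-out is the number of GFP-positive cells, scored as fluorescent objects 20 to 120 um wide, reflecting derepression of a silenced CMV-GFP reporter in murine C127i cells after 30 h compound exposure at 37 C.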
Pol III holo inh – DNA polymerase III holoenzyme inhibition | Potency, µM (titrated, usually from 57.1 µM), for the others: at the top dose activity change, negative = inhibition | AID 603 | reconstituted DNA polymerase III holoenzyme replication, biochemical | 0.25% of 71,000 active; note: potency is the fitted concentration of half-maximal effect; % is set by controls: 0 for no effect and ±100 for the full control effect
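Reconstituted *E. coli* holoenzyme (0.35 nM Pol III, 1 nM beta, 154 nM SSB, 2 nM primase) was preincubated with compound for 15 min at RT. Synthesis on 1.4 nM ssM13Gori ran 35 min, then was stopped with PicoGreen/EDTA and read as dsDNA fluorescence.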
HADH2 inhib – HADH2 (human) dehydrogenase inhibition; Q99714; recombinant HADH2, NADH fluorescence, beta-hydroxybutyryl-CoA; Potency, µM (series often up to 57.1 µM), for inactives: at the top dose activity change, negative = inhibition, hits mostly inhibitors; 3.4% of 73,000 active; note: potency is the fitted concentration of half-maximal effect; % is set by controls: 0 for no effect and ±100 for the full control effect; nearly all actives have a fitted effect of over 60% in size; many of its hits are not listed in these tables
Target sequence (Q99714 whole entry, looked up, one chain of several): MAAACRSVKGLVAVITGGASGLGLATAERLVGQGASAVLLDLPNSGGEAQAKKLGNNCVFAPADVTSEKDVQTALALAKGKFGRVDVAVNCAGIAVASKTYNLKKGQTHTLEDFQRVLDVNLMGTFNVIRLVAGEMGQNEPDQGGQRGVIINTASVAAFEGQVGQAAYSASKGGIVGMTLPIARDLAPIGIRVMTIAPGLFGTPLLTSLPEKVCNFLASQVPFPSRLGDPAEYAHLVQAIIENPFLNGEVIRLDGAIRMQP
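20 nM HADH2 + cpd, 15 min RT; add 1 mM NAD+/90 uM beta-hydroxybutyryl-CoA; kinetic fluorescence 360/450 nm, 4 min. Tris-HCl pH 9.0, 0.01% Tween-20.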
Hsp90 Hop PPI – changes Hsp90-Hop TPR2A binding signal, up or down | AlphaScreen TPR2A-His6 binding biotin-Hsp90 C-terminal peptide | Potency, µM (top dose mostly 57 µM), without a hit: at the top dose activity change, negative = inhibition | 0.44% of 71,000 active | AID 595; active = well fitted curve in either direction with a large enough effect; inconclusive = small, poorly fitted or top-dose-only effect, or another doubt; note: potency is the fitted concentration of half-maximal effect; % is set by controls: 0 for no effect and ±100 for the full control effect; many of its hits are not listed in these tables
15-hLO inh – blocks human 15-lipoxygenase activity; P16050; purified 15hLO-1, xylenol orange hydroperoxide absorbance; Potency, µM (series often up to 57.1 µM), without a hit: top-dose activity change, negative = inhibition, hits mostly inhibitors; 1.4% of 74,000 active; note: potency is the fitted concentration of half-maximal effect; % is set by controls: 0 for no effect and ±100 for the full control effect; nearly all actives have a fitted effect of over 55% in size
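Purified human 15hLO-1 (40 nM) in 25 mM Hepes pH 7.5, 0.01% Triton X-100, preincubated 15 min RT with compound, then 50 uM arachidonic acid for 6 min. Hydroperoxide read by ferrous/xylenol orange, 30 min; 573/405 nm absorbance ratio gave progress.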
CRE Fsk mod – CRE-bla signaling modulation under forskolin stimulation; CHO CRE-bla reporter (cAMP response element driving beta-lactamase), forskolin EC10, beta-lactamase ratio; Potency, µM (top dose mostly 38.2 µM), inactives show at the highest dose activity change, negative = inhibition, usual class: activators; 2.5% of 71,000 active; AID 662; active = well fitted activation curve with a large enough effect in the signal ratio, with a control signal flat, not every such curve was filed as active; inconclusive = small, poorly fitted or top-dose-only effect, or effect the other way, or a change in a side signal; the % refers to the signal ratio; note: potency is the fitted concentration of half-maximal effect; % of control where 0% means no effect
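Modulation of forskolin-driven signalling is measured in CHO cells carrying a CRE-controlled beta-lactamase reporter. Cells are stimulated with EC10 NKH 477 in the presence of titrated compound for 3 h at 37 °C, then loaded with CCF4 for 2 h at room temperature.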
Ub-GFP proteasome – inhibits proteasome, raising ubiquitin-GFP reporter fluorescence; Potency, µM (series often up to 45.9 µM), without a hit: top-dose activation (GFP accumulation), hits mostly activators; AID 526; 67,000 tested, under 10 active; Ubiquitin-GFP reporter cells, proteasome inhibition, GFP fluorescence; response scale: untreated = 0%, 10 µM MG-132 = 100%; active = well fitted activation curve with a large enough effect, not every such curve was filed as active; inconclusive = small, poorly fitted or top-dose-only effect, or another doubt; inactive = no such curve, though single readings can be large or run the other way; note: potency is the fitted concentration of half-maximal effect
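GFP accumulation read-out: laser plate cytometry counting ubiquitin(G76V)-GFP-expressing U2OS cells after 4 hr compound exposure at 37 °C. Titrations spanned 46 uM to 2.9 nM; 0% = basal, 100% = 10 uM MG-132; concentration-response curves fitted.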
ERK AVP block – vasopressin-driven ERK pathway inhibition; HEK293-V1b, vasopressin-stimulated pERK AlphaScreen; Potency, µM (highest dose often 57.5 µM), inactives show top-dose activity, negative = inhibition, most hits filed as inhibitors; 0.99% of 72,000 active; AID 995; note: potency is the fitted concentration of half-maximal effect; % is set by controls: 0 for no effect and ±100 for the full control effect; nearly all actives have a fitted effect of over 55% in size
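HEK293 cells stably expressing V1b receptor, preincubated 30 min at 37 °C with compound, then stimulated 5 min with 25 nM vasopressin. Phospho-ERK by AlphaScreen SureFire after 5 h RT; normalized to DMSO and vasopressin; AC50 by Hill fit.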
Luciferase inh – inhibitors of firefly luciferase | 2.2% of 72,000 active | AID 411 | P08659 | purified firefly luciferase, luminescence, 8 min | Potency, µM (titrated, usually from 57.1 µM), for the others: at the top dose activity change, negative = inhibition, actives largely listed as inhibitors; note: potency is the fitted concentration of half-maximal effect; % is set by controls: 0 for no effect and ±100 for the full control effect; nearly all actives have a fitted effect of over 40% in size
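Luminescence read-out after 8 min at room temperature; enzyme reaction used luciferin plus 10 uM ATP (linear range) in imidazole buffer pH 7.2 with KCl, MgCl2, Tween 20 and BSA. Each sample was run as a titration.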
HBB splice mod – alters splicing of the hemoglobin beta chain | Potency, µM (doses to about 46.1 µM), for inactives: at the top dose activation, most hits filed as activators | HBB splicing reporter cell assay, activation; EGFP reporter with mutant IVS2-654 intron; response scale: normalised to 500 nM splice-correcting PNA | 0.06% of 65,000 active | AID 925; note: potency is the fitted concentration of half-maximal effect; 0% is about no effect
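Compounds were applied for 2 days to HeLa EGFP-654 cells, 500/well in Optimem with 2% FCS. The reporter's EGFP is disrupted by mis-splicing of beta-globin intron IVS2-654. Readout: summed well GFP fluorescence from 488 nm laser scanning; reference was 500 nM antisense […] 654 PNA.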
Tau fil binding – tau filament binding; P10636; recombinant tau filaments, thioflavin S fluorescence, 15 h; filaments grown with octadecylsulfate alongside compound; Potency, µM (series often up to 57.1 µM), inactives show at the top dose activity change, negative = inhibition; 2% of 71,000 active; AID 596;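 note: potency is the fitted concentration of half-maximal effect; % is set by controls: 0 for no effect and ±100 for the full control effect; actives lower thioflavin S fluorescence by blocking filaments or displacing dye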
Target sequence (P10636 whole entry, looked up): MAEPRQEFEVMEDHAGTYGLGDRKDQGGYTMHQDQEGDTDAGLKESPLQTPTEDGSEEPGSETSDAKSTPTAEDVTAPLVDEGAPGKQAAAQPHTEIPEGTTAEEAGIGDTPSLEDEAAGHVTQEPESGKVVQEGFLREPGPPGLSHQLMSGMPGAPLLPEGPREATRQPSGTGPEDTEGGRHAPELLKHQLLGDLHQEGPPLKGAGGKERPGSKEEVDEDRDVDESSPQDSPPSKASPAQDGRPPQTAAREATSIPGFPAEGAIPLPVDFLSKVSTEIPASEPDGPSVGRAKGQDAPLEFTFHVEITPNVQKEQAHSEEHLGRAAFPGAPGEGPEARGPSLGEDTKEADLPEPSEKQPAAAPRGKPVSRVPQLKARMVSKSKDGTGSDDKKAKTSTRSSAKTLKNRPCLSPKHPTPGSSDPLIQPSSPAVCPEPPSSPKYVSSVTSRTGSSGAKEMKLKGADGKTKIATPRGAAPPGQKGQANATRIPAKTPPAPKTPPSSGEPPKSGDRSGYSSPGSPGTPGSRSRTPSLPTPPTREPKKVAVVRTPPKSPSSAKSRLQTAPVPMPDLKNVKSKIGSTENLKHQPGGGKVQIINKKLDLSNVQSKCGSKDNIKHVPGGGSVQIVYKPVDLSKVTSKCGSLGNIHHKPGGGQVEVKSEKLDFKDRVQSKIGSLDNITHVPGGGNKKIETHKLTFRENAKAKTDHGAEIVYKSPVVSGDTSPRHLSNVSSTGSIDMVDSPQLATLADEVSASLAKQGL
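His-tagged recombinant human tau (exons 2, 3 and 10 included), 1 uM, was induced to fibrillize by 30 uM sodium octadecylsulfate with compound present. After 15 h at 37 C, thioflavine S fluorescence (ex 450, em 510 nm) was read.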
Starred values were filed as active, the others as inactive; ? = inconclusive; . = not tested or not shown; [ ] = dose if it differs, or a comment. Unless noted, calls come from the whole dose curve; as a rule, active = well fitted curve in the direction sought with a large enough effect; inconclusive = small, poorly fitted or top-dose-only effect, or another doubt; inactive = no such curve, though single readings can be large; an effect the other way counts as inactive or inconclusive. This is a subset; the hit share may differ from the screen's.

SMILES	GFP derepression	Pol III holo inh	HADH2 inhib	Hsp90 Hop PPI	15-hLO inh	CRE Fsk mod	Ub-GFP proteasome	ERK AVP block	Luciferase inh	HBB splice mod	Tau fil binding
CCOC(=O)C1=C(CSc2nncn2C)NC(=O)NC1c1cc(OCC)ccc1OCC (centres undefined)	0%	-2%	5%	0%	-2%	-1%	2%	-17%	1%	-1.4%	-2%
CCNc1ncc2nc(-c3cn(C)c4ccccc34)c(=O)n(C[C@H]3CCCO3)c2n1	8%[9.22 µM]	3%	2%	0%	4%	0.79µM*	2%	?	1%[11.4 µM]	10%	147%
O=C(c1cnccn1)N1CCC2(CC1)CCN(c1ccccc1)CC2	0%[9.22 µM]	-3%	2%	-4%	10%	0%	1%	20%	0%[11.4 µM]	0.5%	8%
Cc1ccccc1NC(=O)CSc1nnc(-c2ccoc2C)n1CCc1ccccc1	-3%	-1%	7%	-14%	-17%	-4%	-2%	?	2%	.	18%
O=C(Nc1nc(-c2ccc(Cl)s2)cs1)c1ccncc1	-2%	0%	?	-2%	-1%	8%	1%	?	-2%	-1.5%	25µM*
COc1ccc(CCNS(=O)(=O)c2ccc3c(c2)CCN3C(=O)C2CC2)cc1OC	0%	4%	7%	3%	2%	?	7%	-13%	3%	-2.1%	10%
COC(=O)c1ccc(Nc2nc(C)cc(=O)[nH]2)cc1	6%	1%	-21%	-10%	-6%	?	8%	?	0%	2.7%	133%
Cc1ccc(C(=O)C2=C(O)C(=O)N(Cc3ccccc3)C2c2cccnc2)o1 (centres undefined)	3%	-5%	-18%	-6%	0%	-12%	5%	-6%	0%	0.4%	-10%
Cc1nc(NC(=O)CSc2nc3cccnc3n2Cc2ccccc2)sc1C	1%	-3%	18%	-1%	-16%	?	-13%	7%	2%	-0.7%	436%
COc1cc2c(cc1OC)CN(C(=O)NS(=O)(=O)c1ccc(C)cc1)CC2	-3%	8%	9%	-5%	-18%	0%	-3%	-20%	3%	2.5%	14%
Cn1nc(CC(=O)Nc2cccnc2N2CCOCC2)c2ccccc2c1=O	2%	-2%	-4%	1%	-4%	5%	-3%	6%	2%	2.4%	-19%
O=C(Oc1cccc2c(O)cccc12)c1ccccc1	1%	3%	?	-3%	?	-7%	-2%	14%	-3%	.	5%
CCCC(=O)Nc1ccc(NC(=O)c2ccco2)c(OC)c1	-3%	0%	-8%	4%	1%	9%	-1%	-14%	-13%	.	-13%
N#CC(C(=O)c1ccco1)c1ccccn1 (centres undefined)	-1%	0%	-2%	-1%	-2%	0%	4%	-15%	-6%	-1.1%	1%
O=C(O)C1CCCCC1C(=O)Nc1ccc(Cl)cc1Cl (centres undefined)	2%	5%	-3%	?	-19%	-14%	2%	53%[activator]	4%	-0.4%	-4%
CCCNC(=O)Cn1cnc2sc(C(=O)NCCN(CC)CC)c(C)c2c1=O	0%	2%	6%	2%	2%	-11%	1%	17%	0%	4.0%	10%
CCOC(=O)c1cc(-c2cc3ccccc3o2)nc2c1c(=O)[nH]c(=O)n2CCOC	1%	0%	64%[activator]	-2%	-2%	1%	-1%	-10%	0%	2.1%	52%
COCCCN1C(=O)C(=O)/C(=C(/O)c2ccc(OC(C)C)c(C)c2)C1c1ccncc1 (centres undefined)	0%	-5%	-13%	-2%	2%	-2%	-2%	-1%	5%	0.8%	-9%
COCCNC(=O)C1c2cc(OC)c(OC)cc2C(=O)N(C)C1c1cccnc1 (centres undefined)	2%	5%	10%	?	18%	-7%	11%	0%	3%	-0.6%	6%
O=C(NC12CC3CC(CC(C3)C1)C2)c1cccnc1	-2%	-3%	6%	0%	2%	9%	0%	-5%	-6%	0.2%	-7%

The final 4 entries of the section above lead into the next:
SMILES	GFP derepression	Pol III holo inh	HADH2 inhib	Hsp90 Hop PPI	15-hLO inh	CRE Fsk mod	Ub-GFP proteasome	ERK AVP block	Luciferase inh	HBB splice mod	Tau fil binding
CCOC(=O)c1cc(-c2cc3ccccc3o2)nc2c1c(=O)[nH]c(=O)n2CCOC	1%	0%	64%[activator]	-2%	-2%	1%	-1%	-10%	0%	2.1%	52%
COCCCN1C(=O)C(=O)/C(=C(/O)c2ccc(OC(C)C)c(C)c2)C1c1ccncc1 (centres undefined)	0%	-5%	-13%	-2%	2%	-2%	-2%	-1%	5%	0.8%	-9%
COCCNC(=O)C1c2cc(OC)c(OC)cc2C(=O)N(C)C1c1cccnc1 (centres undefined)	2%	5%	10%	?	18%	-7%	11%	0%	3%	-0.6%	6%
O=C(NC12CC3CC(CC(C3)C1)C2)c1cccnc1	-2%	-3%	6%	0%	2%	9%	0%	-5%	-6%	0.2%	-7%
Cc1nc2cc(C(=O)OCC(=O)N(CC(C)C)C3CCS(=O)(=O)C3)ccc2n1-c1ccccc1 (centres undefined)	0%	0%	-2%	-9%	10%	?	23%	3%	-5%	0.3%	21%
Cc1nccc2[nH]c(=O)c(C(=O)NC3CCCCC3C)cc12 (centres undefined)	-2%	-3%	-4%	-2%	-3%	-7%	4%	3%	1%	0.2%	-2%
COc1ccccc1NC(=O)c1oc2ccccc2c1NC(=O)c1cc(OC)c(OC)c(OC)c1	0%	-2%	?	-1%	-1%	1.3µM*	4%	21%	-6%	-0.5%	13%
O=C1CC(c2cccc(Cl)c2)Cc2nc(N3CCN(c4ccccc4)CC3)ncc21 (centres undefined)	11%	1%	?	1%	4%	6%	-2%	-10%	2%	1.1%[1.84 µM]	-12%
COc1cc(C2C(C#N)=C(N)Oc3cc(C)oc(=O)c32)cc2c1OCO2 (centres undefined)	0%	-6%	-24%	-2%	?	6%	0%	-7%	1%	.	11%
CC(C)=CCC/C(C)=C/CO/N=C1/[C@H]2O[C@@H]2[C@@H](O)[C@H]2[C@H]1CCn1c(=O)n(-c3ccccc3)c(=O)n12	.	.	14%[11.4 µM]	.	-20%[11.4 µM]	.	.	-1%[11.5 µM]	1%[11.4 µM]	1.8%[9.22 µM]	.
COC(=O)c1ccc(S(=O)(=O)N2CCCCCC2)cc1	-1%	-3%	14%	10%	5%	8%	-4%	26%	0%	.	-2%
Cc1cccc(S(=O)(=O)c2c(N)n(/N=C/c3cccnc3)c3nc4ccccc4nc23)c1	0%	-1%	1.3µM*	-4%	-5%	?	-4%	?	2%	-0.5%[57.5 µM]	-13%
Cc1ccc(NC(=O)CSc2nc3nc(C)cc(C)c3c(=O)[nH]2)cc1	-1%	-3%	5%	0%	-17%	3.2µM*	1%	-7%	3%	.	1%
O=C(c1csc2c1CCCCC2)N1CCN(c2ncccn2)CC1	-2%	0%	-2%	1%	-3%	-14%	16%	16%	1%	-1.5%	-5%
CCn1c(CSc2nncn2-c2ccc(OC)cc2)nc2cc(S(=O)(=O)N(C)C)ccc21	0%	-3%	3%	-1%	10%	-10%	0%	-1%	-1%	0.0%[57.5 µM]	-3%
Cc1ccccc1S(=O)(=O)Cc1ccc(C(=O)NCc2cccnc2)o1	4%	-3%	7%	1%	12%	15%	21%	-5%	-1%	0.7%[1.84 µM]	10%
CCCOc1ccc(NC(=O)C2CC(=O)N3CCCN=C3S2)cc1 (centres undefined)	3%	-8%	20µM*	?	-17%	24%	6%	43%[activator]	2%	-1.7%	61%
CCCOc1cc(C)c(S(=O)(=O)NCCOC)cc1C	3%	-3%	19%	-1%	-12%	-5%	-1%	-25%	-1%	2.9%	-24%

Screening data deposited in PubChem BioAssay by National Center for Advancing Translational Sciences (NCATS).
